# JMJD2A Tudor: qHTS Assay for Inhibitors of JMJD2A-Tudor Domain; Lysine-specific demethylase 4A (Homo sapiens), O75164; AlphaScreen JMJD2A-Tudor / H3K4me3 peptide binding; Potency, µM (top dose mostly 114 µM), for the others: top-dose activity change, negative = inhibition, most hits filed as inhibitors; 390,000 tested, 4.4% active; AID 504339, 2011; also: % is scaled to controls: 0 for no effect and ±100 for the full control effect; nearly all actives have a fitted effect of over 50% in size
# ERG-DNA inh: qHTS for Small Molecule Inhibitors of the ERG Ets/DNA interaction; 370,000 tested, 0.028% active; fluorescence polarization, His-ERG Ets domain / labelled DNA; Potency, µM (doses to about 76.9 µM), without a hit: at the top dose FP activity, negative = inhibition, usual class: inhibitors; Transcriptional regulator ERG (Homo sapiens), P11308; active = well fitted inhibition curve with a large enough effect in the polarisation, with a control signal flat; inconclusive = small, poorly fitted or top-dose-only effect, or effect the other way, or a change in a side signal; inactive = no such curve, though single readings can be large or run the other way; the % refers to the polarisation;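 also: polarization taken with two DNA probes labelled with fluorescein and Texas red; % of control where 0% means no effect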
# Target sequence (P11308 whole entry, looked up, the tested form may be a part): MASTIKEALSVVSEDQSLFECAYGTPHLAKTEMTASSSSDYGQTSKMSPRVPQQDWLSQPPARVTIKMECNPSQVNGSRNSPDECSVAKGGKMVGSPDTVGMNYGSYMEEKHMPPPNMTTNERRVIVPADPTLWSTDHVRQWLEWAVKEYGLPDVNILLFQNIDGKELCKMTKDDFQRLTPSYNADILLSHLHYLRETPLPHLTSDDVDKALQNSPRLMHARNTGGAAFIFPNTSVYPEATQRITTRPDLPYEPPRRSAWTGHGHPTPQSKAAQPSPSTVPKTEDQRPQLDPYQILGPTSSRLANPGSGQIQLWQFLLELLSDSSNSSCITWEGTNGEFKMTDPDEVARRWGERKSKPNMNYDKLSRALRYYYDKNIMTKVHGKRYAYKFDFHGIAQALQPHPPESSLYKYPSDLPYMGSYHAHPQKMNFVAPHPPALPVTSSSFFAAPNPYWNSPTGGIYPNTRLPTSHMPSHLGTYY
#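 His-tagged ERG Ets domain (1 uM in the protein solution; 300mM KCl, 50mM Tris-HCl, 1mM EDTA, 1mM DTT, pH 7.5) received compound, then a probe mix of 5 nM fluorescein-DNA and 100nM Texas-615-DNA. Fluorescence polarization was read for both dyes.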
# GLS inh: qHTS for Inhibitors of Glutaminase (GLS). GLS enzymatic activity, qHTS titration. Potency, µM (top dose mostly 45.5 µM), inactives show at the highest dose activity change, negative = inhibition, actives largely listed as inhibitors. 410,000 tested, 0.21% active; also: % is scaled to controls: 0 for no effect and ±100 for the full control effect
#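 Glutamate formation by hKGA was monitored fluorometrically using coupled glutamate oxidase, HRP and Amplex Red. Substrate was added as 1 mM L-glutamine solution; incubation was 30 min at RT after an initial read.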
# Tb PGK inh: qHTS Assay to Find Inhibitors of Phosphoglycerate Kinase; Phosphoglycerate kinase, glycosomal (Trypanosoma brucei brucei), P07378; PGK/GAPDH coupled, Kinase-Glo luminescence, 60 min; Potency, µM (highest dose often 57.5 µM), inactives show at the top dose activity change, negative = inhibition, usual class: inhibitors; 380,000 tested, 0.043% active; AID 602233, 2012; also: % is scaled to controls: 0 for no effect and ±100 for the full control effect; nearly all actives have a fitted effect of over 60% in size
# Target sequence (P07378 whole entry, looked up): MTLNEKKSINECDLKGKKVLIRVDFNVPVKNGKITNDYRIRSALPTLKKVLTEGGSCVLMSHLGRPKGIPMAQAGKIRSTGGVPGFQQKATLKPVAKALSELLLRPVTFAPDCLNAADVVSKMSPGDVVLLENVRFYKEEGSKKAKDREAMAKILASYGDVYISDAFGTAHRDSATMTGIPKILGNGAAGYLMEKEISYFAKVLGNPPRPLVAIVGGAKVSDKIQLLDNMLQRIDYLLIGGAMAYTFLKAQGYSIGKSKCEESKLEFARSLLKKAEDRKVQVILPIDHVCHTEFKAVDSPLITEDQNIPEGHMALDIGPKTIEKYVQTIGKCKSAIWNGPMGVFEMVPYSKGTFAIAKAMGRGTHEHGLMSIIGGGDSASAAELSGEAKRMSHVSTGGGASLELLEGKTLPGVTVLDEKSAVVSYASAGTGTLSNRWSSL
#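 Recombinant glycosomal PGK reaction used 1,3-bisphosphoglycerate generated in-well by GAPDH (100nM final) in 100mM TEA pH 7.6, 5mM MgCl2, 0.01% Tween-20. After 60 minutes at room temperature, ATP was read by Kinase-Glo Plus luminescence end-point.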
# ALOX12 inh: Primary qHTS assay for inhibitors of human arachidonate 12S-lipoxygenase (ALOX12): Round 2; purified 12hLO, xylenol orange hydroperoxide absorbance; Potency, µM (titrated, usually from 108 µM), inactives show at the top dose activity change, negative = inhibition, hits mostly inhibitors; 580,000 tested, 1.1% active; also: % is scaled to controls: 0 for no effect and ±100 for the full control effect
#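 Hydroperoxide product was detected by ferrous iron/xylenol orange as the 573 to 405 nm absorbance ratio. Arachidonic acid at 40 uM (final) was turned over for 30 min at room temperature by 150 nM human 12hLO, pH 7.0 Hepes buffer, after 15 min compound preincubation.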
# rTrxR1 inhibitor: qHTS Assay for Inhibitors of Mammalian Selenoprotein Thioredoxin Reductase 1 (TrxR1): qHTS | Potency, µM (series often up to 114 µM), for inactives: at the top dose activity change, negative = inhibition, actives largely listed as inhibitors | AID 588453, 2011 | 390,000 tested, 1% active | Thioredoxin reductase 1, cytoplasmic (Rattus norvegicus), O89049 | recombinant rTrxR1, NADPH fluorescence consumption, selenite substrate; also: % is scaled to controls: 0 for no effect and ±100 for the full control effect; nearly all actives have a fitted effect of over 65% in size
#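 Rat TrxR1 (90 nM in the dispensed reagent) was pre-reduced with 400 uM NADPH for 5 min at room temperature, then incubated with compound for 15 min. After 400 uM selenite was added, NADPH fluorescence (Ex 340/Em 450 nm) was followed for 8 min.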
# Pin1 inh: qHTS Assay to Find Inhibitors of Pin1; 390,000 tested, 0.009% active; Potency, µM (series often up to 115 µM), inactives show top-dose activity, negative = inhibition, actives largely listed as inhibitors; Pin1 FP peptide displacement, HiFluor488, 10 min; active = well fitted inhibition curve with a large enough effect in the polarisation, with a control signal flat, not every such curve was filed as active; inconclusive = small, poorly fitted or top-dose-only effect, or effect the other way, or a change in a side signal; inactive = no such curve, though single readings can be large or run the other way; the % refers to the polarisation; also: % is scaled to controls: 0 for no effect and ±100 for the full control effect
# Target sequence (Q13526 whole entry, looked up): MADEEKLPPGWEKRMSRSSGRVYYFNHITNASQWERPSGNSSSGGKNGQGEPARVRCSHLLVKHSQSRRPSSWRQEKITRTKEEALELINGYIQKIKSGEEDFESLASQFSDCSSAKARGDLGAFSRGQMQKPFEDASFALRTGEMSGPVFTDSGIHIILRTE
# HP1b chromo inh: HTS for Inhibitors of HP1-beta Chromodomain Interactions with Methylated Histone Tails | Potency, µM (top dose mostly 114 µM), inactives show top-dose activity change, negative = inhibition, hits mostly inhibitors | AID 540317, 2011 | AlphaScreen HP1-beta / biotin-H3K9me3 peptide binding | 390,000 tested, 0.56% active; also: nearly all actives have a fitted effect of over 70% in size; inactives centre near 23
#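 Compound inhibition of the preformed complex between 50 nM HP1-beta and 50 nM biotinylated H3K9me3 peptide was read by AlphaScreen. Buffer was PBS pH 7.4 with 0.01% Tween-20. Incubations ran 30 min at room temperature, with 10 ug/mL donor/acceptor beads.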
# RGS4 inh: Inhibitors of Regulator of G Protein Signaling (RGS) 4: qHTS; Regulator of G-protein signaling 4 (Homo sapiens), P49798; Transcreener GDP fluorescence polarization, RGS4-accelerated GTP hydrolysis; Potency, µM (highest dose often 114 µM), for inactives: at the highest dose activity change, negative = inhibition, hits mostly inhibitors; 390,000 tested, 0.039% active; also: % is scaled to controls: 0 for no effect and ±100 for the full control effect; nearly all actives have a fitted effect of over 75% in size; some results filed as inactive show a strong effect at the top dose
#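 MLSMR compounds (23 nl, pin-transferred) preincubated 10 min at room temperature with a 500nM (2x) first reagent, then RGS4 at 900nM (2x) plus Transcreener GDP mix added; fluorescence polarization (620/688 nm) read before and after 90 min at 30 °C.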
# An asterisk follows results filed as active; i = inactive; ? = inconclusive; . = not tested or not shown; & = joins results of further samples; ! = repeats disagree; [ ] = remark or other dose. Unless noted, calls follow the shape of the dose curve; as a rule, active = well fitted curve in the direction sought with a large enough effect; inconclusive = small, poorly fitted or top-dose-only effect, or another doubt; inactive = no such curve, though single readings can be large; an effect the other way counts as inactive or inconclusive. Potency is read from the fitted curve at half-maximal effect.
SMILES,rTrxR1 inhibitor,ALOX12 inh,HP1b chromo inh,Tb PGK inh,GLS inh,ERG-DNA inh,JMJD2A Tudor,Pin1 inh,RGS4 inh
Cc1cc(C)n2c(SCc3ccc(Br)cc3)nnc2n1,19%,379%[activator],55%[activator],-1%,2%,30%,-2%,-3%,4%
CCc1ccccc1NC(=O)c1cccc(NC(=O)/C=C/c2ccco2)c1,?,-31%,-2%,-2%,0%,7%,-27%,24%,-34%
CN(CC(=O)Nc1ccc(Cl)c(C(F)(F)F)c1)C(=O)CCc1nc2ccccc2c(=O)[nH]1,12%,130%[activator],21%,i,0%,18%[15.4 µM],-4%,-2%,-23%
Cc1cc(C)cc(NC(=O)C2CCCN(S(=O)(=O)c3c(C)noc3C)C2)c1 (stereo not given),11%,-5%,20%,3%,0%,-3%,-21%,-3%,7%
Cc1ccc(CCNC(=O)c2sc3nc4n(c(=O)c3c2C)CCC4)cc1,18%[57.1 µM],-2%,5%,-5%,4%,-8%,?,-14%,-78%[56.9 µM]
Cc1c(C)n(Cc2ccc(Cl)cc2)c2ccc(C(=O)NCCN3CCOCC3)cc12,26%,0%,-8%,8%,5%,1%,?,7%,7%[56.9 µM]
CCC(C)/C(C)=N/NC(=O)c1ccc(CSc2nc3ccccc3s2)cc1 (stereo not given),-21%,-4%,31%,8%,16%,-8%,-19%,5%,-5%
CCC(C)c1ccc(NC(=S)NCCn2cc(Cl)cn2)cc1 (stereo not given),19%[57.1 µM],35µM*,0%,-3%,-13%,-2%,-16%,7%,-26%
CC(NC(=O)COC(=O)Cc1ccccc1[N+](=O)[O-])c1ccccc1 (stereo not given),-4%,-16%,35%,-4%,-2%,-15%,-9%,3%,4%
COc1cc(C=NNc2nc3c([nH]2)c(=O)n(C)c(=O)n3C)ccc1O,-11%[2.29 µM],-2%,13%[57 µM],-2%,-7%,4%,-14%,-1%,-7%
COc1ccc(-n2cc(-c3ccc4c(c3)OCO4)n(CC(=O)Nc3cc(Cl)ccc3C)c2=O)cc1,13%,?,4%,-1%,3%,5%,-20%,4%,-26%
Cc1ncoc1C(=O)N1CCCC(C(=O)c2ccc(Oc3ccccc3)cc2)C1 (stereo not given),13%[57.1 µM],-3%,13%,-5%,30%[activator],-5%,-9%,-2%,13%
CCCCN(C)CCNC(=O)CCn1nc(-c2ccc(Cl)cc2)ccc1=O,-4%,-3%,21%,-5%,-1%,-13%,-12%,0%,2%
Cn1cccc1-c1cc2n(n1)CCC(=O)N2CC(=O)Nc1ccc(F)cc1Cl,5%[57.1 µM],?,-4%[57 µM],i,6%,0%,?,-1%,0%
CCN(C(=O)c1cnc(NC(C)C)cc1C(F)(F)F)c1ccc(Cl)cc1Cl,10%[57.1 µM],6%,31%[activator],0%,4%,-1%,-9%,-8%,-31%

# Already shown: 7 of the compounds above.
SMILES,rTrxR1 inhibitor,ALOX12 inh,HP1b chromo inh,Tb PGK inh,GLS inh,ERG-DNA inh,JMJD2A Tudor,Pin1 inh,RGS4 inh
Cc1cc(C)cc(NC(=O)C2CCCN(S(=O)(=O)c3c(C)noc3C)C2)c1 (stereo not given),11%,-5%,20%,3%,0%,-3%,-21%,-3%,7%
Cc1ccc(CCNC(=O)c2sc3nc4n(c(=O)c3c2C)CCC4)cc1,18%[57.1 µM],-2%,5%,-5%,4%,-8%,?,-14%,-78%[56.9 µM]
Cc1c(C)n(Cc2ccc(Cl)cc2)c2ccc(C(=O)NCCN3CCOCC3)cc12,26%,0%,-8%,8%,5%,1%,?,7%,7%[56.9 µM]
CCC(C)/C(C)=N/NC(=O)c1ccc(CSc2nc3ccccc3s2)cc1 (stereo not given),-21%,-4%,31%,8%,16%,-8%,-19%,5%,-5%
CCC(C)c1ccc(NC(=S)NCCn2cc(Cl)cn2)cc1 (stereo not given),19%[57.1 µM],35µM*,0%,-3%,-13%,-2%,-16%,7%,-26%
CC(NC(=O)COC(=O)Cc1ccccc1[N+](=O)[O-])c1ccccc1 (stereo not given),-4%,-16%,35%,-4%,-2%,-15%,-9%,3%,4%
COc1cc(C=NNc2nc3c([nH]2)c(=O)n(C)c(=O)n3C)ccc1O,-11%[2.29 µM],-2%,13%[57 µM],-2%,-7%,4%,-14%,-1%,-7%

# The list goes on.
SMILES,rTrxR1 inhibitor,ALOX12 inh,HP1b chromo inh,Tb PGK inh,GLS inh,ERG-DNA inh,JMJD2A Tudor,Pin1 inh,RGS4 inh
CCCCCCCSc1nnc(N)s1,13%[57.1 µM],-2%,35%,i,8%,-3%,-17%,-9%,-2%
CCN(CC)C(=O)Cn1cc(S(=O)(=O)CC(=O)Nc2ccc(C(N)=O)cc2)c2ccccc21,0%,0%,37%,-1%,3%,-4%,-20%,-1%,-17%
Cc1ccc(-c2nc(CN(C)Cc3cccc4cnccc34)c(C)o2)s1,14%,-2%,-2%,-5%,3%,10%,?,0%,29%
CCn1c(CC(=O)Nc2ccccc2)nnc1SCC(=O)NC1=NCCS1,25%[57.1 µM],?,28%,-2%,1%,-2%,-8%,-3%,-46%
COC(=O)c1cc(C)ccc1OCc1ccc([N+](=O)[O-])cc1,-6%[57.1 µM],0%,?,3%,5%,13%,-19%,2%,20%
O=C(c1cc(=O)c2ccccc2o1)N1CCN(c2cccc(Cl)c2)CC1,31%[57.1 µM],?,2%,-3%,-34%,3%,-22%,1%,-6%
COc1ccccc1NC(=O)CSc1nc2c(oc3ccccc32)c(=O)n1-c1ccc(C)cc1,13%,-24%,14%,7%,-9%,-1%,-8%,26%,10%
Cc1ccc(NC(=O)C/C(N)=N/OC(=O)Nc2cccc(C)c2)cc1,8%,140%,16%,i,18%,-7%,-18%,-6%,9%
CCN(CC)S(=O)(=O)c1ccc2c(c1)c(=O)c(C(=O)N(C)Cc1ccccc1)cn2C,3%,-7%,2%,i,-13%,6%,-17%,3%,-2%
COc1ccc(CCN2CC(C(=O)OC(C)C(=O)Nc3ccc(NC(C)=O)cc3)CC2=O)cc1OC (stereo not given),-7%,?,14%,-6%,-3%,-4%,-29%,-8%,0%
O=C(O)Cc1csc(Nc2cccc(Cl)c2)n1,42%[0.457 µM],-23%,16%,-12%,-2%,8%,-24%,-2%,-26%
COc1cc(NC(=O)C2CCCN(S(=O)(=O)c3cn(C)cn3)C2)cc(OC)c1 (stereo not given),13%[57.1 µM],-25%,14%,4%,3%,-7%,-11%,-25%,28%
COc1ccc(CC(=O)Nc2cccc(-c3ccc4nnc(C)n4n3)c2)cc1OC,11%,9%,21%,i,-1%,-2%,-13%,24%,25%
CC(Oc1cccc(Cl)c1)C(=O)Nc1nc(-c2ccccn2)cs1 (stereo not given),-1%[57.1 µM],-14%,51%,-3%,-4%,14%,50µM*,1%,?
COc1cc(OC)c2ccc(=O)oc2c1C(CC(=O)N1CCCC1)c1ccc2c(c1)OCO2 (stereo not given),1%&1%,-9%,-35%&-17%,-22%,?,-6%,?,-15%&-11%,-7%&2%

# More results
SMILES,rTrxR1 inhibitor,ALOX12 inh,HP1b chromo inh,Tb PGK inh,GLS inh,ERG-DNA inh,JMJD2A Tudor,Pin1 inh,RGS4 inh
CCOC(=O)C1=C(c2ccccc2)OC(N)=C(C#N)C1c1ccc(Cl)s1 (stereo not given),-18%[11.4 µM],?,15%,.,0%,-2%,-13%,12%,-11%
Cc1cccc(N=C2NC(=O)/C(=C3/C(=O)N(C)c4ccccc43)S2)c1C,3%[57.1 µM],0%,18%,i,-7%,14%,-34%,-10%,-29%
CN(Cc1ccco1)S(=O)(=O)c1nnc(NC(=O)c2cccc(Cl)c2)s1,25µM*!,?,27%&18%,0%&2%,4%&0%,-8%&11%,-15%&-15%,2%&-6%,-39%&10%
O=C(Nc1ccc2c(c1)OCCO2)NC1CCCCC1,1%,132%[activator],13%,-6%,17%,-2%,-13%,4%,26%
CCCc1ccc(OCCNC(=O)c2ccco2)cc1,24%,7%,64%[activator],i,-5%,16%,4%,0%,-24%
CC(=O)N1CCN(c2ccc(NCc3ccc(C)s3)cc2)CC1,-36%,?,-14%,-9%,60%[activator],-2%,?,0%,?
O=[N+]([O-])c1ccc2nn(Cc3ccccc3)cc2c1,9%,9%,57%[activator],.,-7%,4%,-12%,7%,-21%
Cc1ccccc1OCCn1cc(/C(N)=N/O)c2ccccc21,-2%[57.1 µM],-8%[57.4 µM],8%,-3%,18%,-9%,?,2%,-10%
CN(C(=O)c1cccc(NC(=O)Cc2cccc(NC(=O)C3CCCN(C(=O)C4CCCCC4)C3)c2)c1)C1CC1 (stereo not given),-3%,8%,48%[activator],-2%,1%,3%,-1%,6%,-16%
Cc1csc(=O)n1CC(=O)OCC(=O)Nc1ccccc1C(C)C,23%,-6%,33%,5%,-2%,10%,-8%,1%,-11%

# The list is partial; count on the stated rates, not on these rows.
